# GAA inhib: inhibitors of human lysosomal alpha-glucosidase; purified human GAA, 4-MU-alpha-glucoside fluorescence; AID 1466; Potency, µM (titrated, usually from 76.9 µM), without a hit: at the highest dose activity change, negative = inhibition, most hits filed as inhibitors; hit rate 0.005% among 200,000; P10253;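 further: plate controls were uninhibited enzyme wells for no effect and no-enzyme background for full effect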
#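 Activity normalized between no-enzyme (basal) and enzyme-only wells. Conditions: 4 nM human enzyme, 400 uM fluorogenic substrate, citrate/phosphate pH 5.0 with Tween-20, 20 min room temperature, compounds up to 77 uM.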
# TexasRed fluor: Texas Red fluorescence interference in TRb-SRC2 counter-screen; hit rate 0.29% among 280,000; Potency, µM (doses to about 106 µM), for the others: at the top dose fluorescence change, negative = quenching; AID 1479; TRb/SRC2 Texas Red total fluorescence interference; active means well fitted curve in either direction with a large enough effect; inconclusive means small, poorly fitted or top-dose-only effect
#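 Human TRb ligand-binding domain at 0.6 uM with 20 nM Texas Red SRC2 peptide in Tris buffer containing 1 uM T3 and 5% DMSO, incubated with compound 5 h at ambient temperature. Total fluorescence (555/632 nm) calculated as parallel + 2 × perpendicular.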
# GAA spleen mod: inhibitors or activators of human alpha-glucosidase in spleen homogenate; human spleen homogenate, 4-MU-alpha-glucoside fluorescence; Potency, µM (highest dose often 79.9 µM), without a hit: at the top dose activity change, negative = inhibition, actives largely listed as inhibitors; hit rate 0.006% among 240,000; AID 2112;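 further: 0% = enzyme with vehicle and -100% = no enzyme basal signal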
#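 Enzyme source: human spleen homogenate, 1 ug/well. Buffer 50 mM citric acid/K phosphate pH 5.0, 0.01% Tween-20. 4-MU-alpha-glucoside 1 mM; 37 C x 40 min; NaOH/glycine stop; fluorescence.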
# L3MBTL1 inh: L3MBTL1 (human) inhibition; Q9Y468; AlphaScreen L3MBTL1–H3K9me1 peptide binding; Potency, µM (top dose mostly 57.1 µM), without a hit: top-dose activity, negative = inhibition, actives largely listed as inhibitors; hit rate 0.66% among 230,000; further: nearly all actives have a fitted effect of over 60% in size
#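 Displacement of a biotinylated histone H3(1-15) peptide monomethylated at Lys9 (75 nM) from L3MBTL1 (50 nM) was measured by AlphaScreen after a 30 min room-temperature compound incubation; cefsulodin titration served as intraplate control.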
# GAA glycogen mod: alters human alpha-glucosidase cleavage of glycogen; AID 2100; recombinant GAA, glycogen substrate, Amplex Red glucose oxidase fluorescence; Potency, µM (highest dose often 76.4 µM), for the others: at the highest dose activity change, negative = inhibition, hits mostly inhibitors; hit rate 0.38% among 300,000;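 further: 0% = full enzyme reaction and -100% = no-enzyme basal signal; the screen sought inhibitors and activators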
#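 qHTS, 1536-well; enzyme 4 nM final; cpd up to 77 uM; substrate bovine liver glycogen 30 ug; 50 mM citrate/phosphate pH 5.0, 0.01% Tween-20; 37 C, 40 min; Amplex Red detection 45 min RT; Hill fit → AC50.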
# TRb-SRC2 inh: inhibitors of human thyroid hormone receptor beta-SRC2 interaction. P10828. TRbeta-SRC2 peptide binding, fluorescence polarization; receptor liganded with 1 µM T3. Potency, µM (series often up to 106 µM), without a hit: at the top dose activity change, negative = inhibition, usual class: inhibitors. hit rate 0.065% among 280,000;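 further: plate controls were bound peptide for no effect and peptide without receptor for full effect; nearly all actives have a fitted effect of over 50% in size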
#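 Assay buffer: 20 mM Tris-HCl, 100 mM NaCl, 10% glycerol, 1 mM EDTA, 0.01% NP-40, 1 mM DTT, 1 uM T3, 5% DMSO; TRb LBD 0.6 uM, Texas Red SRC2 20 nM; FP after 5 hr.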
# RECQ1 inh: inhibitors of human RECQ1 DNA helicase; AID 2549; hit rate 0.54% among 240,000; RECQ1 DNA unwinding, red fluorescence kinetic read; Potency, µM (top dose mostly 57.3 µM), inactives show at the highest dose activity, negative = inhibition, most hits filed as inhibitors; P46063;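 further: plate controls were vehicle for no effect and no enzyme for full effect; nearly all actives have a fitted effect of over 30% in size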
# Target sequence (P46063 whole entry, looked up): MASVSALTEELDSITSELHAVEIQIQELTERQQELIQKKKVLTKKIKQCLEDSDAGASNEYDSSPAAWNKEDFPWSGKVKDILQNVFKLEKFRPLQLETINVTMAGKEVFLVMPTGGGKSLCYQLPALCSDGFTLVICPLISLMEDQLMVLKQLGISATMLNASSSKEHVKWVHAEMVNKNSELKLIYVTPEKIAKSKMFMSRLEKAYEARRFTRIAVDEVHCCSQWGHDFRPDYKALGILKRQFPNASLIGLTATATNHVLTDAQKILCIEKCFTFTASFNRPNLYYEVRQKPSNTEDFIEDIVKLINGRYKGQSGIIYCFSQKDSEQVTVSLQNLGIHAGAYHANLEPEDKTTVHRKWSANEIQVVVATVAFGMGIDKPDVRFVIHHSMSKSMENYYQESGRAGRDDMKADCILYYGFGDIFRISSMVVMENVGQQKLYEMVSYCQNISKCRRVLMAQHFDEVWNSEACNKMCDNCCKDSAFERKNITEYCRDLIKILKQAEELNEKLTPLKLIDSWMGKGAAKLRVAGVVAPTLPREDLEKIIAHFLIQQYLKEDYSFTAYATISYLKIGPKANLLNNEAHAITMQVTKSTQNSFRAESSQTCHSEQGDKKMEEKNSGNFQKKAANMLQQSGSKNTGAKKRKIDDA
#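 50 nM RECQ1T1 preincubated 15 min with compound in Tris pH 8.0 buffer with MgCl2, DTT, Tween-20 and 2.5 ug/ml poly(dI-dC); started with 200 nM TAMRA/BHQ-2 forked duplex and 2 mM ATP. Unwinding read as fluorescence (525/598 nm), two reads 2 h apart.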
# RGS12 GoLoco inh: RGS12 GoLoco-Gai1 interaction inhibition; P63096; Gai1:RGS12 GoLoco peptide FP, rhodamine, 10 min; Potency, µM (doses to about 61.6 µM), inactives show top-dose activity, negative = inhibition, hits mostly inhibitors; hit rate 0.44% among 230,000; AID 880; active means well fitted inhibition curve with a large enough effect, not every such curve was filed as active; inactive means no such curve, though single readings can be large or run the other way; further: nearly all actives have a fitted effect of over 30% in size; many of its hits are not listed in these tables
# Target sequence (P63096 whole entry, looked up): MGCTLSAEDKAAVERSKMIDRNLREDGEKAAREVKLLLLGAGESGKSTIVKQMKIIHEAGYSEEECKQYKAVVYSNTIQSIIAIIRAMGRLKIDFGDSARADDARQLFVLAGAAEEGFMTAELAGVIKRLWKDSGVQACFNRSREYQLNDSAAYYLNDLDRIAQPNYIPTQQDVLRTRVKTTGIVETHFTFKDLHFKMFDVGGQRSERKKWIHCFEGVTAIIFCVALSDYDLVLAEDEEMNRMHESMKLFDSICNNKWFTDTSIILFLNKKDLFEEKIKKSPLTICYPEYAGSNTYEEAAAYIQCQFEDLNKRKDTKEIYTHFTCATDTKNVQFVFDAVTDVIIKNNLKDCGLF
# An asterisk follows results filed as active; i = inactive; u = inconclusive; x = not tested or not shown; & = joins results of further samples; [ ] = remark or other dose. Unless noted, the call rests on the fitted dose curve; in most records, active means well fitted curve in the direction sought with a large enough effect; inconclusive means small, poorly fitted or top-dose-only effect, or another doubt; inactive means no such curve, though single readings can be large; an effect the other way counts as inactive or inconclusive. Unless noted, on the % scale 0 is the no-effect control and ±100 the full control effect; potency means the concentration at half of the fitted maximal effect. An excerpt; count on the stated rates, not on these rows.
SMILES,GAA inhib,TexasRed fluor,GAA spleen mod,L3MBTL1 inh,GAA glycogen mod,TRb-SRC2 inh,RECQ1 inh,RGS12 GoLoco inh
CCOc1ccccc1NC(=O)c1cc(S(=O)(=O)N2CCC3(CC2)OCCO3)ccc1F,-7%,-3%,1%,4%,4%,0%,-2%,-2%
O=C(Cc1cccc2ccccc12)N/N=C/c1ccc(F)cc1,5%,1%[53 µM],2%,8%,12%,-7%[53 µM],i,0%
Cn1cccc1/C=N/NC(=O)Cc1cccc2ccccc12,-2%,-1%,-1%,x,-2%,-1%,-11%,6%
Cc1cccc(-n2c(SCC(=O)NCc3ccco3)nc3ccccc3c2=O)c1,-2%,-7%,-2%,-2%,-4%,-1%,-6%,5%
O=C(NC1CCCC1)C(c1ccc(N2CCOCC2)cc1)N(Cc1ccccc1)C(=O)c1ccco1 (stereo unspecified),-3%,2%,1%,2%,6%,3%,-37%,3%
O=C(COc1ccccc1)Nc1ncn[nH]1,x,-5%,-1%,x,-1%,1%,-1%,4%
O=c1c2c3c(sc2n2cnnc2n1C1CCCCC1)CCC3,-8%,-1%,-7%,8%,0%,-3%,-2%,3%
COc1ccc(CNC(=O)COC(=O)/C=C/c2ccc(Cl)cc2)cc1,4%,0%,-1%,-3%,3%,0%,i,12%
O=C(Nc1ccc2ccccc2c1)c1ccc(Cl)cc1Cl,x,-3%,u,4%,-2%,2%,-4%,12%
CCCCCOCC1CC(C/C(C)=N/NC(N)=O)(C(=O)OCC)C(=O)O1 (stereo unspecified),0%,-1%,7%,11%,-9%,-3%,-6%,-2%
CCN(CC(=O)Nc1ccc(OC)c(OC)c1)S(=O)(=O)c1ccc(C)cc1,11%,-4%,7%,0%,1%,0%,-6%,4%
O=C(CC1C(=O)NCCN1Cc1ccccc1C(F)(F)F)NCCn1cccn1 (stereo unspecified),7%,-2%,2%,2%,8%,4%,i,-18%
O=C(CN1CCN(c2ccccc2O)CC1)Nc1cc([N+](=O)[O-])ccc1Cl,10%,-3%,3%,-16%,u,1%,i,25%
CCOC(=O)Cc1csc(-n2sc3ccccc3c2=O)n1,-1%,-7%,1%,x,14%,0%,-5%,3%
Cc1[nH]c2ccccc2c1/C=N/Nc1ccc([N+](=O)[O-])cc1S(=O)(=O)Nc1ccc(Cl)cc1,-1%,-1%,0%,x,3%,-18%,17%,105%[activator]
CCN(CC)S(=O)(=O)c1ccc2[nH]c(=O)cc(C(=O)Nc3ccc(C)cc3)c2c1,-2%,1%,-1%,4%,21%,-2%,12%,3%
CCOc1ccc(CNC(=O)CCc2cn(Cc3ccccc3)c3ccccc23)cc1,-1%,0%,4%,-3%,7%,-1%,11%,-7%
CN1N=C(C(F)(F)F)CC1=O,2%,1%,0%,15%,-2%,5%,2%,2%
c1csc(-c2ccnc3ncnn23)c1,u,-1%,27%,4%,10%,2%,3%,8%
COc1ccc(CCNC(=O)CSc2nnc3ccc(-c4cccnc4)nn23)cc1,-2%,0%,x,20%,6%,4%,-4%,8%
CC1CN(Cc2nc3c(c(=O)n(C)c(=O)n3C)n2CC(O)CO)CC(C)O1 (stereo unspecified),-8%,1%,-1%,5%,5%,3%,-7%,-9%
O=C(Nc1ccc(S(=O)(=O)N2CCOCC2)cc1)c1cc(-c2cc(Cl)ccc2O)n[nH]1,-18%,0%,5%,-16%,-10%,-1%,-4%,8%
CCOC(=O)c1sc2nc(CN3CCN(c4cccc(C(F)(F)F)c4)CC3)[nH]c(=O)c2c1C,5%,0%,1%,-11%,-4%,-5%,0%,x
O=C(OCc1cnc(Cl)s1)c1cccs1,3%,-2%,2%,11%,-4%,-2%,i,17%
COc1cc(C(C)=O)ccc1COc1ccc(C(=O)OCC(=O)NC(C)(C)C)cc1OC,-7%,9%,0%,6%,-6%,11%,0%,7%
COc1ccccc1Nc1nc(N)nc(CCl)n1,x,-4%,7%,22%,9%,-3%,-5%,-17%
CCOC(=O)C1CCCN(S(=O)(=O)c2cc(OCC(N)=O)c(C)cc2Cl)C1 (stereo unspecified),-4%,2%,-9%,8%,-4%,12%,1%,2%
O=C(/C=C/c1ccc(-c2cccc([N+](=O)[O-])c2)o1)N1CCOCC1,x,-5%,1%,-9%,2%,-3%,-3%,-4%
Cc1ccc(C2CC2C(=O)NNC(=S)Nc2cccc(C)c2)cc1 (stereo unspecified),-1%,-3%,-6%,10%,-28%,-11%,i,11%
O=C1CCCCCN1CSc1nc2ccccc2s1,-5%,-11%,-14%,-8%[11.4 µM],3%,-6%,-4%,-2%
CC(C)(C)OC(=O)N[C@@H](Cc1ccccc1)c1nnc(SCC(N)=O)o1,x,-8%,0%,-6%,12%,0%,-4%,-1%
CCCn1c(CC)nc([N+](=O)[O-])c1Sc1ccc(C)cc1,3%,-3%,-1%,-7%,-3%,-2%,-2%,3%
Cn1nnnc1SCc1nnc(-c2ccc(Cl)cc2)o1,1%,6%,0%,1%,-13%,7%,-7%,0%
COc1ccccc1C(c1nnnn1C(C)(C)C)N1CCN(Cc2ccccc2)CC1 (stereo unspecified),3%,-1%,-5%,1%,0%,5%,0%,3%
CCCCCCCC(=O)O[C@H](CC(=O)O)C[N+](C)(C)C,x,-2%,4%,x,x,6%,i,4%
CCOC(=O)C1CCN(C(c2cc3ccc(C)c(C)c3[nH]c2=O)c2nnnn2C2CCCCC2)CC1 (stereo unspecified),-12%,2%,-2%,-3%,-3%,-12%,-15%,-9%
Cc1c(NC(=O)c2noc(C(C)C)c2[N+](=O)[O-])c(=O)n(-c2ccccc2)n1C,-3%,-3%,-2%,x,5%,-3%,-3%,5%
CC(SCc1cn2cc(Cl)ccc2n1)C(=O)O (stereo unspecified),-4%,0%,-3%,4%,0%,0%,-17%,-1%
O=C(Cc1ccccc1)NN1C(=O)/C(=C/c2ccccc2C(=O)O)SC1=S,-13%,2%,-2%,x,-1%,-6%,-3%,-4%
CC(=O)N/C(=N/c1nc(C)cc(C)n1)Nc1ccc(NC(C)=O)cc1,-2%,-1%,-14%,-10%,3%,-8%,i,13%
CCCNc1c(F)c(F)c2c(C)c3ccccc3nc2c1F,-7%,3%,-5%,14%,3%,5%,-5%,28µM*
COc1cc(OC)cc(C(=O)NCCSC2CCCCC2)c1,3%,0%,-1%,2%,-2%,-1%,-3%,6%
COCCSc1nnc(NC(=O)CSc2ccccc2)s1,4%,0%,-11%,2%,-7%,-9%,i,-2%
C[C@@H](NCCc1ccc(O)cc1)[C@@H](O)c1ccc(O)cc1,x,-27%,1%,x,x,-2%,i,10%
C=CCn1c(=O)c(C(=O)Nc2cccnc2)c(O)c2ccccc21,u,4%,4%,27%,5%,3%,-13%,12%
COc1ccc(C2=NOC3(CC(=O)N(c4ccc(C)cc4)C3=O)C2)cc1 (stereo unspecified),-10%,2%,4%,x,2%,-9%,i,18%
CCN(CC)S(=O)(=O)c1ccc(C(=O)NCc2n[nH]c(=S)n2-c2ccc(Cl)c(Cl)c2)cc1,u,-3%,-3%,x,u,-4%,-2%,140%[activator]
CCn1cc(/C=C/C(=O)c2ccc(O)cc2)c(C)n1,5%,-4%[53 µM],-3%,-2%,1%,9%[53 µM],6%,14%
CCOc1ccc(OCC)c(S(=O)(=O)N2CCCCC2)c1,-5%,-2%,-2%,-5%,15%,-1%,-4%,3%
Oc1cccc(NC(=S)Nc2cccnc2)c1,5%,-2%,-6%,-3%,-2%,-7%,5%,1%

# Random excerpt: 3 compounds from above
SMILES,GAA inhib,TexasRed fluor,GAA spleen mod,L3MBTL1 inh,GAA glycogen mod,TRb-SRC2 inh,RECQ1 inh,RGS12 GoLoco inh
COCCSc1nnc(NC(=O)CSc2ccccc2)s1,4%,0%,-11%,2%,-7%,-9%,i,-2%
CCCNc1c(F)c(F)c2c(C)c3ccccc3nc2c1F,-7%,3%,-5%,14%,3%,5%,-5%,28µM*
CCOc1ccc(OCC)c(S(=O)(=O)N2CCCCC2)c1,-5%,-2%,-2%,-5%,15%,-1%,-4%,3%

# Carrying on.
SMILES,GAA inhib,TexasRed fluor,GAA spleen mod,L3MBTL1 inh,GAA glycogen mod,TRb-SRC2 inh,RECQ1 inh,RGS12 GoLoco inh
C=CCOc1c(Br)cc(CNc2ccc(NC(=O)C(C)C)c(OC)c2)cc1OCC,-5%,-2%,-6%,-2%,-4%,3%,-6%,15%
CCCSc1nc2cc(OC)c(OC)cc2c(=N)n1CCCN1CCOCC1,2%,-2%,1%,2%,-3%,1%,9%,-7%
COc1ccc(NC(=O)CC2C(=O)N(c3cccc(C)c3)C(=O)N2C2CCCCC2)cc1 (stereo unspecified),u,0%&-3%,-5%,x,7%[76.3 µM],-3%&-4%,-14%,-8%
CS(=O)(=O)Nc1ccc(S(=O)(=O)NC2CCCCC2)cc1,x,-3%,-1%,2%,0%,6%,i,5%
COc1cc2c(cc1OC)C(=O)Cc1ccc3c(c1CN(C)CC2)OCO3,x,1%&0%&-1%,9%&11%&-18%,4%,-7%,-2%&-6%&-10%,-4%&-6%&-2%,3%&2%&4%
CCOC(=O)/C(=C\Nc1ccc(OC(F)(F)F)cc1)Sc1ncc(C(F)(F)F)cc1Cl,-12%,0%,1%,x,-4%,-11%,-17%,4%
Cn1cc(CN2CCC[C@H]2CO)c(-c2cccc(Cl)c2)n1,3%,-6%,9%,-3%,0%,-6%,i,3%
CC1SC(C)C(=O)N(CC(=O)NCc2ccc(F)cc2)C1=O (stereo unspecified),6%,-1%,1%,9%,2%,-11%,i,-1%
Cc1c(NC(C)c2cc(Cl)ccc2O)c(=O)n(-c2ccccc2)n1C (stereo unspecified),-7%,-2%,1%,x,11µM*,5%,-1%,-3%
CCCCN1c2ccccc2N(CCCO)c2cc(C)nnc21,-3%,-1%,-13%,-1%,10%,-2%,-6%,-4%
COC(=O)c1c(NS(=O)(=O)c2cccs2)sc2c1CCCC2,4%,-3%,-11%,-3%,-20%,-18%,-2%,10%
OC[C@@H](O)C(O)[C@H](O)[C@@H](O)CO (stereo partly specified),x,-2%,2%,x,x,0%,-11%,x
